High-throughput results from PubChem BioAssay.
OPRM1-OPRD1 ag = OPRM1-OPRD1 heterodimerization agonism; cells, luminescence; activation, % at 9.3 µM; 0.3% of 340,000 active; AID 504326; in the data active = activation above about 18%;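 also: 0% = vehicle-treated cells and 100% = reference agonist; values of inactives mirror those of a sister screen read the other way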
C-LANA FP = inhibitors of KSHV LANA C-terminal domain DNA binding; MBP-C-LANA/FAM-LBS DNA binding, fluorescence polarization; inhibition, % at 9 µM; 0.078% of 340,000 active; AID 504423;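 active = highest replicate inhibition at or above 60% at 9 µM, even if other replicates fall short; inactive = all replicates below 60% inhibition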;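 also: 0% = neutral control wells and 100% = 4 µM acridine orange control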
RTF Ca sens inh = cardiac RTF calcium desensitization | 0.12% of 340,000 active | AID 493244 | inhibition, % at 7.15 µM | IANBD-labeled cardiac RTF, Ca2+ fluorescence | P19429+P45379;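 active = inhibition above the mean inhibition of all tested compounds plus 3 SD, cut at about 17% in these data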;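 also: assay run at fixed EC70 calcium of 1.6 mM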
HTR5A inv ag = counter-screen for OPRM1-OPRD1 inverse agonists: human HTR5A inverse agonism; AID 504634; 0.083% of 340,000 active; HTR5A cell line, luminescence; inhibition, % at 9.3 µM; P47898; in the data active = inhibition mostly above about 23%, no sharp cut-off; inactive = mostly below about 18%;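 also: 0% = cells with DMSO and 100% = no-cell wells with DMSO; some compounds called inactive have numbers as strong as hits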
Target sequence (P47898 whole entry, looked up): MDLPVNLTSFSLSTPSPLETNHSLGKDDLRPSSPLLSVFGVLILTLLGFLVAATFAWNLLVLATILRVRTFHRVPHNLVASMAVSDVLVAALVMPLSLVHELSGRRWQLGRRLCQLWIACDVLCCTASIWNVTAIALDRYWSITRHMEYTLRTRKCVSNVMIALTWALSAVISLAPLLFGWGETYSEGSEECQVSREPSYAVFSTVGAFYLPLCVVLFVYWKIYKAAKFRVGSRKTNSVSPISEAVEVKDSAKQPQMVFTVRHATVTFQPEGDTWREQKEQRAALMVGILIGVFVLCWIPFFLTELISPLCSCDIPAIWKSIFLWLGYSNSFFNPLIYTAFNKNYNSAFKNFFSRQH
MOR-DOR inv ag = inverse agonists of human mu-delta opioid receptor heterodimerization | P35372+P41143 | 0.21% of 340,000 active | inhibition, % at 9.3 µM | cell-based MOR-DOR heterodimer luminescence, inverse agonism; in the data active = inhibition above about 22%, passing the limit was not always enough;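 also: 0% = cells with DMSO and 100% = wells without cells with DMSO; values of inactives mirror those of a sister screen read the other way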
cardiac RTF act = cardiac RTF calcium sensitization; P19429+P45379; IANBD-labeled TnC RTF fluorescence at EC20 calcium; 0% EC20 calcium, 100% full calcium; activation, % at 7.2 µM; 0.24% of 340,000 active; AID 493008;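 active = activation above the mean over all tested compounds plus 3 SD, cut at about 30% in these data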;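 also: rise in fluorescence read as greater calcium sensitivity of cardiac thin filaments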
V-ATPase pHluor = alters yeast V-ATPase proton transport; S. cerevisiae, pHLuorin cytosolic pH fluorescence; response, % at 10 µM; 0.37% of 350,000 active; AID 504577; in the data active = response mostly above about 7.3%, no sharp cut-off; inactive = mostly below about 5.4%; also: actives read high; inactives centre near 0; some compounds called inactive have numbers as strong as hits; reference of the scale not given here
HTR5A ag = activates human HTR5A in OPRM1-OPRD1 agonist counter-screen. P47898. HTR5A agonist assay, luminescence, cell-based. activation, % at 9.3 µM. 0.61% of 340,000 active. AID 504692; in the data active = activation mostly above about 9.5%, no sharp cut-off; inactive = mostly below about 7.6%;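 also: 0% = cells with vehicle only and 100% = reference agonist; strong numbers were not always called active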
Keap1-Nrf2 PPI = inhibitors of human Keap1-Nrf2 protein-protein interaction. 0.15% of 340,000 active. inhibition, % at 9.4 µM. Q14145. Keap1 Kelch-Nrf2 peptide fluorescence polarization, 1536-well; in the data active = inhibition above about 12%;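 also: human Keap1 Kelch domain with fluorescein labeled Nrf2 9mer peptide probe; 0% = neutral control wells and 100% = peptide positive control; higher means more block of Keap1 binding to Nrf2 peptide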
Target sequence (Q14145 whole entry, looked up, the tested form may be a part): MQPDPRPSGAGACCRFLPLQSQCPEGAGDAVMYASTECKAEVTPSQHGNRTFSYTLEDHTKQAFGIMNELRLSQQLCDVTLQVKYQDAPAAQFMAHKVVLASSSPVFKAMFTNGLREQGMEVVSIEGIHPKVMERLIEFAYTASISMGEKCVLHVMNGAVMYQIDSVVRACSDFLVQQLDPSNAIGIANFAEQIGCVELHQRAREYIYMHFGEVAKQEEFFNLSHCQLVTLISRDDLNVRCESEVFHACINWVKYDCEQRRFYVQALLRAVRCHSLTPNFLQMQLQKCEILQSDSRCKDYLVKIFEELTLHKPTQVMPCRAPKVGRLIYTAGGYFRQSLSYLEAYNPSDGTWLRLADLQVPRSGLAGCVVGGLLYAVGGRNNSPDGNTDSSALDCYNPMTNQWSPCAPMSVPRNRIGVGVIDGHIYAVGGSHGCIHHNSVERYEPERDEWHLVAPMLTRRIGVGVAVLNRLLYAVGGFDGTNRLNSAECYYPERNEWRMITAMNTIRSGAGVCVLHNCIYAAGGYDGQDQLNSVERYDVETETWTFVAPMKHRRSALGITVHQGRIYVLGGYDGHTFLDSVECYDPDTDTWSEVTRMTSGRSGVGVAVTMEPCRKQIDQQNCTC
CAL-PDZ inh HTS = CAL PDZ (human) peptide binding inhibition; purified CAL PDZ, TMR-peptide fluorescence polarization, 1 h; inhibition, % at 24.9 µM; 0.92% of 300,000 active; AID 602252;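 active = mean inhibition of at least 30% with at least half of replicates also reaching 30%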;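 also: 0% = DMSO neutral control and 100% = excess unlabeled competitor peptide PRC23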
Starred values were filed as active, the others as inactive; . = not tested or not shown; & = joins results of further samples.

SMILES | OPRM1-OPRD1 ag | C-LANA FP | RTF Ca sens inh | HTR5A inv ag | MOR-DOR inv ag | cardiac RTF act | V-ATPase pHluor | HTR5A ag | Keap1-Nrf2 PPI | CAL-PDZ inh HTS
Cc1cccc(-n2ncc3c(NCc4cccs4)ncnc32)c1 | 5.2 | 0.6 | -0.2 | -21.3 | -30.0 | -0.9 | 0.0 | 4.0 | -4.5 | 0.9
CCN(C[C@H]1N[C@@](C)(C(=O)OC)[C@H]2C(=O)N(C)C(=O)[C@@H]12)S(=O)(=O)c1ccc(C)cc1 | -2.7 | -0.7 | 3.5 | -8.3 | 12.8 | 7.5 | 2.0 | 2.2 | 0.2 | -2.6
O=C(Oc1ccc(/C=N/NC(=O)c2ccccn2)cc1)c1cccc(Br)c1 | -3.0 | 0.3 | 1.8 | -7.5 | 16.9 | 0.6 | 7.0 | 2.1 | -0.7 | -3.7
CS(=O)(=O)c1ccc(Cl)c(NC(=O)c2ccc3ccccc3c2)c1 | -3.0 | -0.4 | -26.9 | -14.8 | 16.0 | 3.7 | 2.8 | -2.5 | -3.7 | 1.6
COc1ccccc1C(=O)NC(C)c1nc2ccccc2[nH]1 (stereo unspecified) | -1.4 | 0.3 | 10.1 | 7.4 | 8.5 | 6.9 | -2.8 | 4.5 | 1.4 | -1.2
CCN1C(=O)/C(=C\N(C)C)S/C1=N\S(=O)(=O)c1ccc(C)cc1 | -0.9 | 1.1 | 10.1 | -5.5 | 4.8 | -2.6 | -1.5 | 2.0 | -3.2 | 7.8
CCn1c(CNc2cccc(Cl)c2)nnc1SCc1ccccc1 | 3.0 | -0.3 | -21.4 | -3.7 | -17.7 | 3.5 | -0.7 | 1.6 | -0.5 | -1.9
CC(=O)Nc1ccc(S(=O)(=O)Nc2ccc3ccccc3n2)cc1 | 3.5 | -1.2 | 0.8 | 18.1 | -24.1 | -6.0 | -0.2 | 1.4 | -5.2 | -2.3
COCC(C)NS(=O)(=O)c1ccc(OC)cc1 (stereo unspecified) | -1.6 | 0.3 | -15.0 | 10.7 | 8.2 | 3.3 | 5.0 | 5.2 | -0.7 | -20.3
COC(=O)c1[nH]c2cc(OC)ccc2c1NC(=O)c1ccc2c(c1)OCO2 | -1.8 | -0.7 | -1.0 | 5.1 | 9.2 | -3.2 | 4.9 | -1.7 | 3.2 | -2.3
O=C1Cc2cc(S(=O)(=O)Nc3ccc(N4CCOCC4)cc3)ccc2N1 | 2.1 | 2.5 | 0.0 | -6.0 | -11.2 | -1.5 | 1.6 | 1.7 | 2.3 | .
CCCn1c(SCC(=O)N2CCN(S(=O)(=O)c3ccc(Cl)cc3)CC2)n[nH]c1=O | -0.9 | -2.6 | -7.1 | -5.0 | 5.3 | 7.0 | -6.2 | -2.2 | -0.2 | -20.9
CCN(C(=O)CSc1nncn1-c1ccccc1)c1c(N)n(Cc2ccccc2)c(=O)[nH]c1=O | -3.0 | 0.3 | -11.3 | 7.7 | 15.1 | -7.2 | 2.0 | 3.4 | 2.2 | -2.9
CN1CCN(NC(=O)/C=C/c2cccc(Cl)c2)CC1 | -3.1 | -0.7 | -1.9 | -9.2 | 16.8 | -0.4 | -5.1 | 3.1 | -1.4 | 1.1
Cc1ccc2c(c1)c(-c1ccccc1)nc1nncn12 | -0.9 | 2.6 | -0.2 | 12.2 | 5.2 | 5.1 | 2.9 | -4.2 | 1.7 | .
CC(C)CCN1C(Nc2ccccc2)=NC[C@@H]1Cc1ccccc1 | -3.2 | -0.9 | -3.0 | -0.9 | 14.6 | -0.1 | -2.4 | 0.9 | 1.9 | -1.3
CCCCOC(=O)c1ccc(NC(=O)c2nn(C)cc2Br)cc1 | 2.4 | 0.3 | 3.5 | 20.5 | -14.1 | 7.2 | -4.0 | 1.3 | -0.8 | 0.8
O=C(CSc1cccc[n+]1[O-])c1cc(Cl)ccc1Cl | -2.6 | -2.1 | -9.6 | -4.7 | 14.2 | 1.1 | 2.5 | 1.7 | -0.3 | -0.2
Cc1cc2c3c(c1)C1(C(=O)N3C(C)(C)CC2C)C(C#N)=C(N)Oc2n[nH]c(C)c21 (stereo unspecified) | -1.7 | -1.6 | 4.8 | 3.1 | 9.2 | -5.7 | 1.0 | -2.7 | -6.7 | -3.8
COc1cccc(CNC(=O)c2ccc(C)c(S(=O)(=O)N3CCOCC3)c2)c1 | -0.8 | 0.0 | -5.2 | -1.2 | 4.4 | 3.7 | 4.5 | -2.1 | -5.1 | -2.4
Cc1cc(/C=N/NC(=O)c2nn(C)cc2Cl)c(C)n1-c1cccc(Br)c1 | -4.2 | -1.6 | -4.9 | 3.2 | 21.4 | -4.3 | -5.9 | 2.6 | -6.0 | 0.3
Cc1cc(NC(=O)c2cc3n(n2)C(C(F)(F)F)CC(c2ccco2)N3)no1 (stereo unspecified) | -2.7 | -0.7 | 2.8 | -31.9 | 14.8 | 3.2 | -0.5 | -3.0 | -2.4 | .
O=C(c1ccco1)N1CCN(C(=O)C2CC(c3ccccc3F)=NO2)CC1 (stereo unspecified) | -3.3 | -0.4 | -3.8 | -15.6 | 17.7 | -1.3 | 1.3 | 7.2 | -3.8 | -5.1
COc1ccc(NC(=O)CN2C(=O)NC(CC(C)C)C2=O)cc1S(=O)(=O)N1CCOCC1 (stereo unspecified) | -2.4 | -0.6 | 3.0 | 17.4 | 9.8 | -1.4 | 3.8 | -7.2 | 0.4 | 3.3
Cc1ccc(S(=O)(=O)NC2=C(N3CCN(c4ccccc4F)CC3)C(=O)c3ccccc3C2=O)cc1 | 1.7&2.5 | -1.0&-0.4 | 5.3&-4.7 | -3.9&5.5 | -7.5&-14.5 | -4.9&-2.4 | 1.6&0.9 | 1.0&-0.8 | 2.3&-0.1 | -2.1&0.8
SMILES | OPRM1-OPRD1 ag | C-LANA FP | RTF Ca sens inh | HTR5A inv ag | MOR-DOR inv ag | cardiac RTF act | V-ATPase pHluor | HTR5A ag | Keap1-Nrf2 PPI | CAL-PDZ inh HTS
O=C(CSc1cc(Cl)ccc1Cl)NC1CC1 | -2.3 | -1.6 | 5.4 | -7.5 | 12.1 | -6.7 | -1.6 | 2.1 | -6.7 | .
Cc1ccc(-c2nc3ccccn3c2NCc2ccc3c(c2)OCO3)cc1 | -0.1 | 1.0 | -4.1 | -16.6 | 0.7 | -6.1 | 0.3 | 0.5 | -1.8 | -0.9
CCC(Sc1nc2n[nH]c(C)c2c(=N)n1-c1cccc(Cl)c1C)C(=O)N(CC)CC (stereo unspecified) | 2.0 | -0.2 | 0.1 | -9.1 | -11.1 | 6.2 | -0.3 | 2.9 | -3.9 | -0.4
CC(C)/C=C1\CCc2c([nH]c3ccccc23)C1=O | 1.0 | -0.8 | 7.4 | -0.1 | -4.8 | -6.3 | 2.7 | 0.0 | 9.5 | -2.9
COc1ccc(OC)c(NC(=O)CN2C(=O)C(=O)N(Cc3ccccc3)C2=O)c1 | -2.4 | 0.2 | 4.5 | 8.4 | 12.3 | 1.2 | 5.9 | -2.3 | 0.5 | .
CN1CC(=O)N2C(c3ccc(Cl)cc3)c3[nH]c4ccccc4c3C[C@H]2C1=O (stereo partly specified) | -2.2 | -2.4 | -12.7 | 1.8 | 11.1 | 5.6 | 1.1 | -0.5 | 0.9 | 1.0
COC(=O)c1cccc(-n2[nH]nnc2=S)c1 | -1.3 | -0.7 | -2.5 | -3.5 | 7.6 | 11.9 | 0.6 | 2.1 | 2.0 | -0.1
O=C(C1CN(C(=O)c2cc3cc(Cl)ccc3o2)c2ccccc2O1)N1CCCCC1 (stereo unspecified) | 2.0 | -0.1 | 0.4 | 10.2 | -8.2 | 3.3 | -6.8 | 6.1 | -0.9 | -0.7
NS(=O)(=O)c1ccc(CCNCC(=O)N2CCC(Cc3ccccc3)CC2)cc1 | -0.6 | -1.7 | -0.1 | 5.9 | 3.4 | 6.8 | 0.1 | -2.1 | 0.1 | -2.3
NS(=O)(=O)c1ccc2nc(NC(=O)c3ccc4ncsc4c3)sc2c1 | -0.7 | -0.1 | 1.4 | -4.0 | 3.8 | 1.7 | 2.9 | 1.1 | -2.9 | 3.9
CN(C)/C=N/c1c(C#N)cnn1-c1ccc(C(F)(F)F)cn1 | -0.7 | 0.8 | 12.7 | 11.7 | 4.1 | -0.9 | 0.7 | 9.2 | -4.2 | -1.6
O=C(CCN1C(=O)/C(=C\c2cccs2)SC1=S)Nc1nccs1 | -0.7 | 0.3 | -18.2 | 15.6 | 4.4 | 6.9 | 0.8 | -2.0 | 1.7 | -0.3
Nc1ccc(S(=O)(=O)NC(=O)c2ccccc2)cc1 | -1.3 | 1.4 | 1.7 | -32.4 | 7.3 | -4.6 | -2.0 | 2.4 | -6.0 | -3.0
CCOc1ccc(Nc2nc(Cc3nnc(SCC(=O)NCC4CCCO4)n3C)cs2)cc1 (stereo unspecified) | -3.4 | -0.1 | -5.8 | -37.0 | 15.8 | 3.0 | -1.8 | -3.2 | -9.5 | -2.9
Cc1ccsc1C(=O)OCC(=O)c1ccc(OC(F)F)cc1 | 1.9 | -0.2 | 10.2 | -3.3 | -7.9 | 3.1 | -0.4 | 1.3 | -5.7 | -2.3
CCOc1ccc(N(C(C)C(=O)NCc2ccco2)S(C)(=O)=O)cc1 (stereo unspecified) | -1.5 | -2.2 | -2.4 | -8.0 | 8.4 | -2.6 | 0.8 | 2.8 | 0.8 | 1.2
Cc1ccc(NC(=O)COC(=O)c2ccc(-n3nc(C)cc3C)cc2)c(F)c1 | -0.3 | 0.2 | 1.2 | 2.6 | 1.1 | 0.5 | -2.6 | 4.8 | -1.9 | .
Cc1ccc(C)c(NC(=O)C2CCN(C(=O)c3cccs3)CC2)c1 | 0.1 | -2.3 | -15.8 | -6.0 | -1.1 | 1.3 | 5.6 | -0.1 | -9.4 | .
CC(C)NC(=O)c1ccccc1NS(=O)(=O)c1ccc(Br)s1 | -2.3 | 0.0 | -6.5 | 13.4 | 11.9 | -1.8 | 4.0 | 0.2 | 1.0 | -5.8
Cc1ccc(C)c(OCCC(=O)OCC(=O)NC2CC2)c1 | -4.0 | -1.0 | -0.1 | 5.8 | 21.0 | -1.0 | -1.5 | -2.4 | 0.0 | -1.2
CCS(=O)(=O)NCC(c1cccnc1)N1CCN(c2ccc(F)cc2)CC1 (stereo unspecified) | -2.3 | -0.1 | -6.8 | -21.7 | 13.0 | 0.8 | -5.1 | 8.5 | -1.8 | -4.7
CC(C)N(Cc1ccccc1)C(=S)Nc1ccc(F)cc1 | -0.5 | -1.5 | -0.9 | 1.1 | 2.4 | 9.1 | 9.6 | -0.4 | -2.6 | -1.1
CCOC(=O)c1ccccc1NC(=O)C(C)Oc1ccccc1 (stereo unspecified) | 6.3 | 2.7 | -1.7 | -2.3 | -33.7 | -5.8 | 4.0 | -2.4 | 3.8 | -2.8
Cc1cccc(OCCCC(=O)Nc2ccc(N(C)C)cc2)c1 | -0.3 | -0.3 | -15.2 | -14.8 | 1.5 | 6.4 | -0.3 | -0.1 | -2.3 | -0.2
O=C(CCNc1n[nH]c(=O)[nH]c1=O)N/N=C/c1ccc(C(F)(F)F)cc1 | . | -1.1 | . | . | . | . | -1.6 | . | -1.9 | -10.6
ON/C=N/C(=S)Nc1ncc(C(F)(F)F)cc1Cl | -1.8 | -0.3 | -1.5 | 11.5 | 9.0 | 3.8 | 5.4 | -3.4 | 1.8 | -2.0
